CDK5 p35 inh – inhibitors of human CDK5/p35 kinase, primary screen, biochemical, single concentration. Cyclin-dependent kinase 5 (Homo sapiens) + Cyclin-dependent kinase 5 activator 1 (Homo …. Recombinant CDK5/p35, ADP-Glo luminescence, 60 min. inhibition, % at 10 µM. 0.01% of 330,000 active. AID 488839, 2010;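 active = highest replicate inhibition of at least 50% and at least 75% of replicates reaching 50%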;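 also: plate controls were DMSO neutral control for no effect and GW8510 at 10 µM for full effect; many of its hits are not listed in these tables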
Target sequence (Q00535 whole entry, looked up): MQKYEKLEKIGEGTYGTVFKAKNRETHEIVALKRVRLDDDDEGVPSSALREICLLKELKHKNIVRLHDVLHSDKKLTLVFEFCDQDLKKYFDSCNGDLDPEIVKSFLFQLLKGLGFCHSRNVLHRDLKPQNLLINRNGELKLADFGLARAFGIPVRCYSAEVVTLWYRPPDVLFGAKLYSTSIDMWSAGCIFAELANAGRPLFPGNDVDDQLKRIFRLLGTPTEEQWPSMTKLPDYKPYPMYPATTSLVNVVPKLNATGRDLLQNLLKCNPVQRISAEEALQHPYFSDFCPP
Target sequence (Q15078 whole entry, looked up): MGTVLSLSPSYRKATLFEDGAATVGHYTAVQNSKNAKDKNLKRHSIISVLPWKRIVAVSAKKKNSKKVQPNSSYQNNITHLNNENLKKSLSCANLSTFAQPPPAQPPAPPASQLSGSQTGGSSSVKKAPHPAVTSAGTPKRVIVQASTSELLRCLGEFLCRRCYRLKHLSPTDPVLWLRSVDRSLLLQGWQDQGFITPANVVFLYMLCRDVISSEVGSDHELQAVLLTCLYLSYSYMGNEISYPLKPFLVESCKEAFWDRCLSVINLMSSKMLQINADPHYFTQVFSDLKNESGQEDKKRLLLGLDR
Mot1-301 SUMO – yeast Mot1-301 growth rescue at high temperature, primary screen, SUMOylation pathway inhibitor project, S. cerevisiae, ATP luminescence, 38.5C | S. cerevisiae Mot1-301 growth rescue; percent above DMSO median, 100 means doubled | growth rescue, % at 18.8 µM | 1% of 320,000 active | AID 2716, 2010;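 active = every valid replicate shows activation above 250% relative to neutral control wells; inactive = the rest, any valid replicate at or below 250%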;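 also: OY570 slx delta 5 strain wells were the positive control but not used for scaling; some compounds called inactive have numbers as strong as hits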
PKA-R2B act – activators of PKA-R2B holoenzyme, primary screen, biochemical, fluorescence polarization, Cy5-IP20, human; cAMP-dependent protein kinase catalytic subunit beta (Homo sapiens) + cAMP-dependent …; PKA-R2B holoenzyme dissociation; R2B truncated from residue 108, S112A mutant; 0% DMSO only, 100% 113 µM cGMP; activation, % at 11.4 µM; 0.079% of 340,000 active; AID 504700, 2011;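 active = activation above a cutoff set at the mean over all compounds plus 3 SD, cut at about 18% in these data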;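 also: higher means more holoenzyme dissociation and a rise in polarization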
AddAB inh – growth inhibition of E. coli expressing H. pylori AddAB, primary screen, AddAB inhibitor project, absorbance; inhibition, % at 11.9 µM; AID 435030, 2010; 0.29% of 330,000 active; in the data active = inhibition above about 12%;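 also: 0% = vehicle wells of infected cells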
HTR5A inv ag – HTR5A inverse agonists in luminescence cell assay, primary screen, counter-screen for OPRM1-OPRD1 heterodimer inverse agonist project, full-deck HTS | HTR5A cell line, inverse agonism | inhibition, % at 9.3 µM | 0.083% of 340,000 active; in the data active = inhibition mostly above about 23%, no sharp cut-off; inactive = mostly below about 18%;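 also: 0% = cells with DMSO and 100% = no-cell wells with DMSO; some compounds called inactive have numbers as strong as hits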
Target sequence (P47898 whole entry, looked up): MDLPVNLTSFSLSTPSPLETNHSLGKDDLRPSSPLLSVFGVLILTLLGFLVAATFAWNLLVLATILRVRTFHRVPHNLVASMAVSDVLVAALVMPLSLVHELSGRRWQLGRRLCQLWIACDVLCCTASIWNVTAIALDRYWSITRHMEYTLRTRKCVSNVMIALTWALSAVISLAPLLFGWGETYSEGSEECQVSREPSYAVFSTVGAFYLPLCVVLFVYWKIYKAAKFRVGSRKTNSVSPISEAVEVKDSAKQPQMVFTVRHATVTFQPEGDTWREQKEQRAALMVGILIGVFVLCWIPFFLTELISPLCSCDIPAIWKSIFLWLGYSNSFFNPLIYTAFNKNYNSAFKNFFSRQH
DAGLB inhibitor – DAGLB lipase inhibitors, primary screen, biochemical, fluorescence, HTS. Diacylglycerol lipase-beta (Homo sapiens), Q8NCG7. HEK293T DAGLB membrane lysate, EnzChek fluorogenic substrate. inhibition, % at 5.17 µM. 0.059% of 340,000 active. AID 504411, 2011; in the data active = inhibition above about 34%;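 also: 0% = enzyme with vehicle and 100% = wells lacking enzyme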
PKA-R1A activ – activators of PKA-R1A holoenzyme, primary screen, biochemical, fluorescence polarization, Cy5-IP20, bovine R1A, mouse PKAc | PKA-R1A dissociation; scaled: DMSO 0%, 113 µM cGMP 100% | 0.083% of 340,000 active | activation, % at 11.4 µM | cAMP-dependent protein kinase type I-alpha regulatory subunit (Bos taurus) + …;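 active = percent activation above the mean of all tested compounds plus 3 SD, cut at about 19% in these data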;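 also: higher means more PKAc released from R1A so a rise in polarization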
E coli growth – E. coli V3065 growth inhibition, primary screen, counter-screen for AddAB inhibitor project, absorbance, OD600; inhibition, % at 11.9 µM; 0.27% of 330,000 active; AID 449728, 2010; 18 h;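 active = inhibition above the campaign's mean inhibition across all tested compounds plus 3 SD, cut at about 9.9% in these data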;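 also: uninfected addAB+ strain grown without phage in ampicillin broth; 0% = DMSO wells and 100% = ciprofloxacin 0.95 µg/ml wells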
Tat export inh – E. coli Tat export inhibitors, primary screen, MC4100, TorA-mCherry reporter, fluorescence, single point; inhibition, % at 10 µM; 0.036% of 340,000 active; AID 488895, 2010;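 active = mean replicate inhibition at least 50% and at least half of replicates individually reaching 50%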;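 also: exported cargo escapes ClpAP degradation while cytoplasmic cargo is degraded and loses fluorescence; 0% = median of neutral control wells and 100% = median of NaSCN control wells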
phage Ecoli inh – growth loss of phage-infected E. coli, primary screen, RecBCD inhibitor project, absorbance, with phage, HTS; inhibition, % at 11.9 µM; 0.26% of 360,000 active; AID 651602, 2012; in the data active = inhibition above about 11%
HTR5A ag ctr – HTR5A agonists in luminescence cell assay, primary screen, counter-screen for OPRM1-OPRD1 heterodimer agonist project, full-deck HTS; 0.61% of 340,000 active; 5-hydroxytryptamine receptor 5A (Homo sapiens), P47898; cell-based; activation, % at 9.3 µM; in the data active = activation mostly above about 9.5%, no sharp cut-off; inactive = mostly below about 7.6%;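 also: 0% = cells with vehicle only and 100% = reference agonist; strong numbers were not always called active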
* hit, by the source's call; . = not tested or not shown.

SMILES	CDK5 p35 inh	Mot1-301 SUMO	PKA-R2B act	AddAB inh	HTR5A inv ag	DAGLB inhibitor	PKA-R1A activ	E coli growth	Tat export inh	phage Ecoli inh	HTR5A ag ctr
O=C(COC(=O)Cc1ccc(S(=O)(=O)N2CCOCC2)s1)Nc1ccc(OC(F)F)cc1	-8.5	30	-7	-0.2	14	-3	-6	-1.1	7	4.1	4
COC(=O)c1ccc(CN2C(=O)NC3(CCC(C)CC3)C2=O)cc1 (stereo not drawn)	-1.2	0	0	3.1	-4	-6	10	0.2	-7	0.4	1
N#Cc1nc(N2CCCCC2)nc(N2CCOCC2)n1	-0.8	1	6	0.1	-5	-9	9	2.0	1	-0.5	6
Cc1ccc(N=C2NC(=O)/C(=C\c3cccs3)S2)cc1C	-3.2	-4	2	-1.4	-4	0	-5	-1.5	-3	3.4	4
Cc1ccccc1N1CCN(C2CCCN(C(=O)CCC3(C)CC3)C2)CC1 (stereo not drawn)	0.1	33	1	2.4	-15	0	4	-1.0	2	1.8	10*
COc1cc(C2/C(=C(\O)c3ccc4c(c3)OCCO4)C(=O)C(=O)N2c2nnc(C)s2)cc(OC)c1OC (stereo not drawn)	-1.3	15	-12	2.5	7	-1	-15	0.7	7	3.9	-3
c1ccc2nc3c(nc2c1)OCC1CCCCN31 (stereo not drawn)	2.4	360*	1	3.6	1	-3	-3	-1.4	3	-0.5	0
Nc1c(-c2ccccc2)cnn1-c1cccc([N+](=O)[O-])c1	-1.5	354	-8	-1.0	19	0	-2	-0.6	-8	2.9	1
Cc1ccc(-c2ccc(S(=O)(=O)NCc3ccco3)cc2)cc1	2.4	5	-4	-1.4	2	-1	-4	1.0	1	1.1	-1
CCC(C)NC(=O)CSC1=Nc2ccccc2C2=NC(CC(=O)NCc3ccc(F)cc3)C(=O)N12 (stereo not drawn)	0.0	1	-5	1.0	-4	1	-7	1.6	-8	2.0	2
C/C(=N\NC(=O)C(c1ccccc1)c1ccccc1)c1ccccn1	0.1	-9	2	-4.8	1	-1	4	-5.2	2	-1.0	-2
O=C(c1ccc(-c2ccc(Cl)cc2Cl)o1)N1CCOCC1	-0.4	-5	-6	-1.5	7	-3	-11	-1.1	2	2.5	-5
COc1cccc(CNc2nc(C(F)(F)F)nc3ccccc23)c1	-0.5	85	1	4.4	-11	-5	-2	-1.6	4	1.7	4
CCOC(=O)N1CCC(NC(=O)c2cccc3c2C(=O)N(c2ccc(OC)cc2)C3)CC1	-1.2	7	-1	-1.1	-10	-3	-4	0.0	4	0.8	-3
CCOC(=O)CSc1nnc(-c2cccnc2)n1Cc1ccccc1	0.7	14	-4	5.1	-23	-2	2	0.9	8	-2.4	10
NC(=O)C1(N2CCCCC2)CCN(C(=S)NC2CCCC2)CC1	-0.4	-4	-2	-1.9	0	-1	-5	-1.6	-6	0.6	0
COc1ccc(C2=NN(C(=O)CCC(=O)O)C(c3ccc(Br)cc3)C2)cc1 (stereo not drawn)	-0.5	-5	3	3.1	-8	0	-10	-1.2	-4	0.4	2
Cc1ccc(C(=O)NNC(=O)CSc2nnc(C(C)C)n2C)cc1	0.0	-9	-4	5.4	1	1	-22	0.4	6	3.3	0
CNC(=S)N1N=C(c2ccc(C)cc2)CC1c1ccc(Cl)cc1 (stereo not drawn)	5.4	-13	-10	2.2	11	-3	-10	-1.5	3	3.5	-4
CCCN1CNC(=S)N(c2cccc(C)c2)C1	-3.3	7	-4	2.1	1	-2	-2	2.4	-1	1.1	1
Cc1cc(C)c(S(=O)(=O)N(C)CC(=O)NCC2CCCO2)c(C)c1 (stereo not drawn)	-1.2	.	-5	.	-24	-1	1	.	7	-0.7	9
COC(=O)Cn1c(=O)c2c(nc(Br)n2CC(=O)OC)n(C)c1=O	1.5	-10	-1	0.8	0	2	-3	-2.6	5	.	2
CC1CCCC(NC(=O)COC(=O)c2ccc([N+](=O)[O-])o2)C1C (stereo not drawn)	1.3	8	-9	2.5	4	0	2	2.7	-2	4.4	-1
CC(=O)c1c(C)[nH]c(C(=O)NNC(=O)c2ccc(C)cc2)c1C	0.5	3	-11	0.5	-11	3	7	-1.5	-15	3.6	-2
CC1CCCCC1NC(=O)NC(=O)COC(=O)C1=NN(c2ccccc2)C(=O)CC1 (stereo not drawn)	-1.9	.	-3	-0.3	4	2	-4	0.7	-3	1.5	-2
SMILES	CDK5 p35 inh	Mot1-301 SUMO	PKA-R2B act	AddAB inh	HTR5A inv ag	DAGLB inhibitor	PKA-R1A activ	E coli growth	Tat export inh	phage Ecoli inh	HTR5A ag ctr
COc1ccc(NC(=O)CN(C)C(=O)CNC(=O)c2ccc3c(c2)OCO3)cc1	-0.5	4	3	-1.7	-1	1	11	-3.0	-5	1.6	1
Cc1ccc(Oc2ccc(N)cc2)cc1	1.7	106	-4	1.7	-31	-2	5	0.9	2	3.5	1
COC(=O)c1ccc(Cl)c(NC(=O)CN2CCC(C)CC2)c1	-1.2	-3	0	3.0	1	-13	-17	-1.4	-3	2.7	5
O=C(/C=C/c1ccc2c(c1)OCO2)NCCSCc1cccc(Cl)c1	0.0	10	-3	2.1	9	-3	-6	-0.9	11	3.8	-4
N#C/C(=C\c1ccc(N2CCCCC2)o1)C(=O)Nc1cccc(Br)c1	0.9	15	-4	-0.4	4	-78	12	2.3	4	4.2	6
COc1ccc(/C=N/NC(=O)CNC(=O)c2ccc(S(=O)(=O)N3CCOCC3)cc2)c(OC)c1	1.4	-8	-3	1.2	-4	-1	-6	2.2	-15	4.2	1
O=C(CS(=O)CC(=O)Nc1cnc2ccccc2c1)Nc1ccc(Cl)cc1 (stereo not drawn)	-0.4	-14	0	1.8	-16	-4	-4	-1.1	6	1.6	6
COc1ccc(NC(=O)c2ccccn2)cc1S(=O)(=O)N1CCOCC1	-1.8	-4	-18	-0.1	-7	-2	-5	-2.8	-4	0.6	-14
O=C1C2C3C=CC(C3)C2C(=O)N1Nc1ccccc1 (stereo not drawn)	-0.2	-9	-8	1.4	-5	-2	9	1.2	-3	-1.3	-5
O=C(N/C(=C/c1ccc(Br)cc1)C(=O)N1CCOCC1)c1ccco1	3.1	-2	-3	-0.1	12	-3	-12	0.3	5	0.6	-1
O=C(NN1CC(=O)N(c2cc(Cl)cc(Cl)c2)CC1=O)c1sccc1Cl	1.1	-9	.	-1.3	.	.	.	-1.3	3	2.5	.
C/C(CC(=O)NC1CCCC1)=N\NC(=O)Cc1csc(N)n1	-0.8	-10	-4	1.3	-7	-1	0	-0.3	-6	1.1	-7
CCn1nc(C)c(/C=C/C(=O)Nc2ccc(C)cc2C)c1C	2.2	-9	-6	4.3	-5	1	5	-1.6	4	1.0	2
Cc1cc(C(=O)Nc2c(F)cc(F)cc2Br)cs1	-0.1	118	4	4.0	7	-1	-1	1.4	-4	2.0	-3
O=C(Nc1ccccc1)OCN1C(=O)c2ccccc2C1=O	0.1	-16	-12	0.3	3	1	-9	-1.4	5	-0.2	-1
CN(C)c1ccc(C=NCCc2ccc(S(N)(=O)=O)cc2)cc1	-0.4	-12	2	0.1	18	0	-6	-0.4	-9	-0.1	7
COc1ccc(S(=O)(=O)NC(CC(=O)NCCc2ccccc2)c2ccco2)cc1 (stereo not drawn)	-0.5	12	1	0.3	-16	3	-7	-0.2	5	-1.7	2
Fc1cc2[nH]cnc2cc1Cl	0.2	-8	3	0.4	7	-1	-10	-3.7	1	-2.5	2
COc1ccc(C(CNC(=O)C2CC(=O)N(Cc3ccc(C)cc3)C2)N(C)C)cc1 (stereo not drawn)	0.0	-2	-10	0.9	-4	-2	3	-1.1	-6	0.2	1
CN(c1ccc(OC(=O)CC2OC(=O)c3ccccc32)cc1)S(=O)(=O)c1ccccc1 (stereo not drawn)	-4.0	0	6	2.6	6	-1	-1	2.1	18	0.7	-2
CCc1ccc(NC(=O)COc2coc(CN3CCc4ccccc4C3)cc2=O)cc1	-1.1	.	3	-2.0	5	0	1	-0.7	-2	1.2	3
c1cncc(C(c2nnnn2C2CCCCC2)N2CCCCC2)c1 (stereo not drawn)	-2.9	49	3	0.3	-16	-3	-5	0.0	-6	0.3	6
O=C(CN(C(=O)c1csnn1)c1ccccc1C(F)(F)F)NC1CCCCC1	-0.9	27	-11	2.8	6	-2	-7	-0.4	5	2.4	-2
CCN(Cc1ccccc1)C(c1ccccn1)c1nnnn1C(C)(C)CC (stereo not drawn)	0.0	130	2	-1.1	13	-5	-1	-0.6	-12	1.1	-5
COc1cc(-c2nc(-c3cccc(C)c3)no2)cc(OC)c1OC	-3.0	7	4	-0.1	3	-13	-3	-2.5	1	1.3	-1
SMILES	CDK5 p35 inh	Mot1-301 SUMO	PKA-R2B act	AddAB inh	HTR5A inv ag	DAGLB inhibitor	PKA-R1A activ	E coli growth	Tat export inh	phage Ecoli inh	HTR5A ag ctr
CCCCC(=O)N1CCN(c2nc3ccc(Cl)cc3s2)CC1	-0.6	549	-3	0.9	-8	-2	-10	0.2	3	-0.9	2
COc1ccc(CNc2nc(-c3cccnc3)nn2C(C)=O)cc1	1.5	156	-2	-1.0	-13	0	-7	2.4	-3	1.3	5
NC(=O)c1cc([N+](=O)[O-])ccc1N1CCN(Cc2ccccc2)CC1	0.9	-21	0	5.8	1	0	4	2.2	-3	1.3	-1
COc1ccc2c(c1)C(=O)[C@@H](O)[C@H](c1ccc(OC)c(Br)c1)O2	-5.9	5	-2	2.1	2	-7	0	0.0	-1	.	4
Cc1c(C)n2c(SCC(=O)N3CCC(C)CC3)nnc2[nH]c1=O	0.0	1	-10	0.6	17	0	-7	1.6	4	2.2	-1
Cn1cccc1C(=O)OCC(=O)NCCc1ccccc1	0.0	-5	4	1.9	-5	2	10	2.8	2	1.2	2
COc1ccc(CNC(=O)CCCCCNc2nc(=S)[nH]c3ccccc23)cc1	-2.9	1	0	1.4	1	1	-6	2.5	1	-0.1	0
O=S(=O)(c1ccc(F)cc1)N1CCN(c2nc(-c3cccnc3)nc3ccccc23)CC1	-0.6	-10	-5	-0.9	-11	-2	4	-1.4	15	3.7	1
COC(=O)CCS(=O)(=O)c1nc(-c2ccccc2)cc(C(F)(F)F)n1	1.3	-5	0	-0.5	10	-9	-6	-2.3	-3	.	-8
CCC(=O)N1CCc2cc(S(=O)(=O)CCC(=O)Nc3cccc(F)c3)ccc21	-0.6	.	-4	1.1	-4	2	-3	1.1	-1	1.0	-4
